Screening data from PubChem BioAssay.
NCOA2 inhibitor = inhibits human steroid receptor coactivator 2. Q15596. HEK293 GAL4-SRC2 luciferase reporter, luminescence. inhibition, % at 9 µM. 0.17% of 370,000 active. AID 651957;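 active = inhibition above the mean inhibition of all tested compounds plus 3 SD, set per campaign, cut at about 52% in these data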;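 also: 0% = DMSO treated cells and 100% = cells given Gossypol at 36 µM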
ABHD5 PLIN5 PPI = ABHD5-PLIN5 protein interaction inhibition. Split G. princeps luciferase complementation, luminescence, 4 h. inhibition, % at 4 µM. Q00G26+Q8WTS1. 0.78% of 360,000 active;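 active = inhibition above the mean inhibition across every tested compound plus 3 SD, cut at about 22% in these data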;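 also: 0% = DMSO only wells and the 100% control is not disclosed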
MC4R antag cAMP = antagonists of human melanocortin 4 receptor (MC4R); P32245; MC4R-expressing cells, MTII-stimulated cAMP, LANCE TR-FRET; inhibition, % at 6.5 µM; 0.48% of 360,000 active; AID 540295;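 active = inhibition above its plate's cutoff, the mean of tested wells on that plate plus 3 SD, cut at about 29% in these data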;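 also: 0% = Melanotan II alone and 100% = Melanotan II plus saturating MCL0020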
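System: U2OS-MC4R stable cell line; Technique: Eu-cAMP/anti-cAMP TR-FRET, emission 671 nm; Repeats: single well per compound; Also added: Melanotan II; Dosing: one concentration, 6.5 µM nominal; Schedule: 30-min compound, 1-h challenge, 1-h detection, room temperature.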
NOD2-RIPK2 inh = blocks binding of human NOD2 to RIPK2; O43353; CHO BLA complementation NOD2-RIPK2, CCF4 ratio; 0.38% of 360,000 active; inhibition, % at 4.98 µM; in the data active = inhibition above about 21%;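 also: 0% = vehicle only and 100% = reference blocker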
NCOA3 inh = inhibits human SRC3 coactivator | 0.17% of 360,000 active | inhibition, % at 3.6 µM | AID 588352 | HEK293 GAL4-SRC3 luciferase reporter, luminescence | Q9Y6Q9;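 active = inhibition above a per-campaign cutoff, the mean of all compounds plus 3 SD, cut at about 60% in these data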;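 also: 0% = DMSO-treated cells and 100% = gossypol-treated cells at 36 µM; higher means less SRC3-driven luciferase light from the GAL4 reporter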
Target sequence (Q9Y6Q9 whole entry, looked up, the tested form may be a part): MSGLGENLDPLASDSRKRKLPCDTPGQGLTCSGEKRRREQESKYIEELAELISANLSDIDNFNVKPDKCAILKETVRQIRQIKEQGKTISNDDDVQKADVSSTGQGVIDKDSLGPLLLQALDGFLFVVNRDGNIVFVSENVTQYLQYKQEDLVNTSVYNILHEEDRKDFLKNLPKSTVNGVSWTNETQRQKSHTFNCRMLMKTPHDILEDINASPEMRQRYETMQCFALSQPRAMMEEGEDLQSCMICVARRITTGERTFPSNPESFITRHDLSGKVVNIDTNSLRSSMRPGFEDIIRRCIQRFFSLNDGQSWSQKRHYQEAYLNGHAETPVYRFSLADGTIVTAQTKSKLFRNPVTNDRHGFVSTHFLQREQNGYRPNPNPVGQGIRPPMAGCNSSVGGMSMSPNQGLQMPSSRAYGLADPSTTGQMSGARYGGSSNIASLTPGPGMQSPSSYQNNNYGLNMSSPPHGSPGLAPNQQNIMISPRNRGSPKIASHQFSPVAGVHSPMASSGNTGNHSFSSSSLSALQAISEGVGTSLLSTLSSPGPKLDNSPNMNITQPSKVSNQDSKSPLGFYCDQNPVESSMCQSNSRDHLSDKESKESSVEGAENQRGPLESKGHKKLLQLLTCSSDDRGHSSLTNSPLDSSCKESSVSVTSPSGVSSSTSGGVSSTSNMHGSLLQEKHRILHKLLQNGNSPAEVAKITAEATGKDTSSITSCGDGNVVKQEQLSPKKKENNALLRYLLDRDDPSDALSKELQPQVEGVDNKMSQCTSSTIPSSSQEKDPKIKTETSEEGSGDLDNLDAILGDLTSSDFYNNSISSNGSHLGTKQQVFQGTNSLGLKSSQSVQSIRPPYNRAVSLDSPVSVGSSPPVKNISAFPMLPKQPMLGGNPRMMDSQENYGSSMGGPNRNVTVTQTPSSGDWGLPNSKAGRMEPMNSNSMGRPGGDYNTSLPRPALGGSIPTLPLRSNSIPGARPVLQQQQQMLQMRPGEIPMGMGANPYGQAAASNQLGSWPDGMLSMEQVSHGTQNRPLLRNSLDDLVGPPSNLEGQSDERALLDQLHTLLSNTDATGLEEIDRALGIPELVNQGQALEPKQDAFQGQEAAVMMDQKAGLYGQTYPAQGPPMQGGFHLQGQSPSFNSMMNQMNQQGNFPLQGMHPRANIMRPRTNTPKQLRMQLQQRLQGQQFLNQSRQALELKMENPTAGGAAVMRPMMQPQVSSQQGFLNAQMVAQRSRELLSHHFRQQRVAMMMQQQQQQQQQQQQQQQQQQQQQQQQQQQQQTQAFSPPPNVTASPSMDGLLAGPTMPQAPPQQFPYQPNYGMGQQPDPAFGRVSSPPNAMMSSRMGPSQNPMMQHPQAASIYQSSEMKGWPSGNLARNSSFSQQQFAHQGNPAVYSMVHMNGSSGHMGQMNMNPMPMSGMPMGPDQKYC
NR2F2 inh = inhibitors of human COUP-TFII (NR2F2); P24468; HEK293T NGFI-A luciferase reporter, luminescence; inhibition, % at 8.6 µM; 0.7% of 370,000 active; AID 686940;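 active = inhibition above a per-plate cutoff, mean inhibition of test wells between control levels plus 3 SD, cut at about 38% in these data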;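 also: cells cotransfected with COUP-TFII expression vector driving the NGFI-A reporter; 0% = median of COUP-TF2 test wells and 100% = reporter-only cells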
NR5A2 inv ag = inverse agonists of human LRH-1 (NR5A2). HEK293T StAR-luciferase reporter, LRH-1 transfected, 24 h. inhibition, % at 3.6 µM. 0.13% of 360,000 active. AID 602396;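 active = inhibition above the mean inhibition of all tested compounds plus 3 SD, cut at about 73% in these data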;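 also: 0% = DMSO wells and 100% = reporter-only cells lacking LRH-1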
TLR9-MyD88 inh = blocks human TLR9 binding to MyD88; CHO BLA complementation TLR9-MyD88, CCF4 FRET ratio; inhibition, % at 4.98 µM; AID 504734; 0.21% of 340,000 active;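 active = inhibition above the mean over all tested compounds plus 3 SD, cut at about 21% in these data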;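 also: 0% = DMSO only wells and 100% = clavulanate BLA inhibitor control wells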
EBV LMP1 NFkB = reduces LMP1-driven NF-kappaB luciferase signal; 0.69% of 350,000 active; LMP1-induced NF-kappaB luciferase reporter cells, luminescence; inhibition, % at 12.5 µM; in the data active = inhibition above about 41%;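 also: 0% = neutral control wells and 100% = reference inhibitor control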
MC4R barr agon = human MC4R agonism via beta-arrestin; P32245; activation, % at 8.9 µM; U2OS MC4R beta-arrestin complementation, luminescence; percent of melanotan II response, DMSO zero; 0.98% of 360,000 active; AID 540308;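 active = activation above a per-plate cutoff, the mean activation of sample wells on that plate plus 3 SD, cut at about 8% in these data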
NCOA1 inh = inhibitors of human steroid receptor coactivator 1 (SRC1); 0.12% of 360,000 active; HEK293 GAL4-SRC1 luciferase reporter, luminescence; AID 588354; inhibition, % at 3.6 µM;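 active = inhibition above the campaign mean plus 3 SD, with each screening campaign given its own cutoff, cut at about 60% in these data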;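 also: 0% = DMSO treated cells and 100% = gossypol at 36 µM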
The depositor's hits bear a star; . = no result given. These rows are one share of the data, so the mix of outcomes need not match the whole.

Order of results – NCOA3 inh	NR2F2 inh	EBV LMP1 NFkB	NCOA1 inh	TLR9-MyD88 inh	MC4R antag cAMP	ABHD5 PLIN5 PPI	NCOA2 inhibitor	NOD2-RIPK2 inh	NR5A2 inv ag	MC4R barr agon
O=C(NCc1cccs1)C1CCCN1C(=O)Nc1ccccc1Cl (stereo not given)
  9	-11	2	-6	-2	-2	3	-19	-13	15	-0.5
O=C(Nc1ccc(Cl)c(Cl)c1)N[C@@H]1CC[C@@H](CCn2cc(C3CCCCC3)nn2)O[C@@H]1CO
  .	0	.	.	.	.	-19	10	-21	-13	.
Cc1cc(C)c(C(N)=O)c(Nc2cccc(Cl)c2)n1
  6	6	4	-19	-4	6	18	9	-5	-18	0.3
Cc1ccc(CNC(=O)[C@@H]2CCC(=O)N2Cc2ccco2)cc1
  -5	20	-5	4	2	1	8	-3	3	-3	1.0
CC(C)(C)NCc1ccccc1OCc1cccs1
  0	4	2	-6	-17	13	2	-29	0	-25	1.0
COc1ccc(OC)c(NC(=O)CSc2nc3ccccc3c(=O)n2CCNC(C)=O)c1
  10	-7	1	-8	11	1	3	16	-4	17	-0.7
COc1ccc(NCc2cc(=O)oc3cc(NC(C)=O)ccc23)cc1
  -31	5	0	-85	1	2	2	-30	1	4	-1.9
CC(=O)c1ccc(NC(=O)C2CCCN(S(=O)(=O)c3ccc(-n4cnnn4)cc3)C2)cc1 (stereo not given)
  -7	6	-4	-7	-3	0	10	-18	-8	6	0.0
CCOc1cc(C=NNC(=O)N(c2ccccc2)c2ccccc2)ccc1O
  -41	.	.	-29	.	.	-4	.	1	-3	.
COc1ccc(CN2C(=O)c3ccccc3C2C(=O)NCCc2ccccc2)c(OC)c1 (stereo not given)
  1	14	8	11	2	1	-1	-5	-16	14	3.3
Cc1ccc(N2C(=O)CC(Nc3ccccc3)C2=O)cc1 (stereo not given)
  -10	-1	1	-9	7	0	-2	-12	-12	4	-1.1
Cc1cccc(/C=N/NC(=O)c2ccccc2OCc2cccc(Br)c2)n1
  -5	17	30	0	-16	-4	-6	-20	2	-1	0.1
Cc1ccnc(NC(=O)c2cccc(S(=O)(=O)N3CCCC3)c2)c1
  -10	-14	-11	-41	-1	1	7	-10	-14	-13	-1.1
CSc1ccccc1NC(=O)COC(=O)c1c[nH]c(=O)[nH]c1=O
  17	-13	-35	9	10	6	3	-8	-1	16	0.5
Cc1cc(NC(=O)CCC(=O)N(c2ccccc2)C(C(=O)NC2CCCC2)c2ccccc2C)no1 (stereo not given)
  7	10	13	11	-1	6	-5	-13	-12	-14	-1.2

Single records (already shown). Order of values: NCOA3 inh	NR2F2 inh	EBV LMP1 NFkB	NCOA1 inh	TLR9-MyD88 inh	MC4R antag cAMP	ABHD5 PLIN5 PPI	NCOA2 inhibitor	NOD2-RIPK2 inh	NR5A2 inv ag	MC4R barr agon
`O=C(Nc1ccc(Cl)c(Cl)c1)N[C@@H]1CC[C@@H](CCn2cc(C3CCCCC3)nn2)O[C@@H]1CO` in the list: .	0	.	.	.	.	-19	10	-21	-13	.
`Cc1cc(NC(=O)CCC(=O)N(c2ccccc2)C(C(=O)NC2CCCC2)c2ccccc2C)no1` (stereo not given) in the list: 7	10	13	11	-1	6	-5	-13	-12	-14	-1.2

Next section:
Order of results – NCOA3 inh	NR2F2 inh	EBV LMP1 NFkB	NCOA1 inh	TLR9-MyD88 inh	MC4R antag cAMP	ABHD5 PLIN5 PPI	NCOA2 inhibitor	NOD2-RIPK2 inh	NR5A2 inv ag	MC4R barr agon
COc1ccc(CNC(=O)c2ccc3nc(C)c(N(C)Cc4ccc(NC(C)=O)cc4)n3c2)cc1
  2	19	.	-5	.	-3	6	-6	-6	20	-2.3
CN(C)c1ccc(/C=C2\N=C(C(C)(C)C)OC2=O)cc1
  -26	-5	3	-7	-4	18	4	7	-13	18	-2.7
Cc1cc(Nc2ccc(N3CCOCC3)cc2)c2cccc(C)c2n1
  0	-1	-6	-38	-6	-1	8	-14	4	2	-2.5
Nc1nc2c(C(=O)N3CCOCC3)nnn2c2ccccc12
  -29	-29	-6	-49	-6	13	12	-45	-4	-83	6.5
S=c1[nH]nc(-c2ccco2)n1-c1ccc(Br)cc1
  3	7	-1	-15	2	9	2	-12	1	-3	-2.0
COc1ccc(CCNC(=O)CSc2nnc3ccc(-c4ccccn4)nn23)cc1
  15	-10	-7	-13	-8	0	1	-2	2	3	0.1
Cc1ccc(C(=O)NCC(=O)OCc2nnc(-c3ccccc3)o2)cc1
  12	4	-1	-37	-11	7	-2	-4	-4	11	-0.7
CCOC(=O)c1cccc(NS(=O)(=O)c2cnc[nH]2)c1
  23	-6	2	-6	-4	5	4	8	-5	-16	-1.4
O=C(COC(=O)C1COc2ccccc2O1)Nc1ccc2c(c1)CCC2 (stereo not given)
  -18	-1	3	2	1	5	-1	14	15	1	1.2
COc1cc(C#N)ccc1OCC(=O)N1CCc2ccccc2C1
  7	-24	0	-24	-6	-2	4	-8	11	-16	2.4
CCOc1ccc(CCNC(=O)c2nnn(CC(=O)Nc3c(C)cc(C)cc3C)c2N)cc1OCC
  -7	-9	-5	-14	-1	-1	1	-16	-11	-13	-0.1
O=C(NCC(=O)N1CCCC(C(F)(F)F)C1)c1ccc(Br)o1 (stereo not given)
  5	-2	3	-15	6	4	2	-14	-3	4	-2.4
Cc1cccc(C(=O)NCc2nnc(SCc3ccc(F)cc3)n2C)c1
  -8	16	-5	2	1	25	-5	-11	-3	-10	1.1
COCCNC(=S)N/N=C(\C)c1cc2ccccc2o1
  -6	-13	4	-2	2	-2	-1	-14	14	-3	-2.5
CCOCCCNC(=O)Cc1ccc(-n2c(CC)nc3cccnc32)cc1
  10	-10	.	-14	-8	-1	4	1	-11	-4	-1.2

Reformatted as labelled records: 4 of the compounds above.
> CCOc1ccc(CCNC(=O)c2nnn(CC(=O)Nc3c(C)cc(C)cc3C)c2N)cc1OCC
  NCOA3 inh: -7; NR2F2 inh: -9; EBV LMP1 NFkB: -5; NCOA1 inh: -14; TLR9-MyD88 inh: -1; MC4R antag cAMP: -1; ABHD5 PLIN5 PPI: 1; NCOA2 inhibitor: -16; NOD2-RIPK2 inh: -11; NR5A2 inv ag: -13; MC4R barr agon: -0.1
> O=C(NCC(=O)N1CCCC(C(F)(F)F)C1)c1ccc(Br)o1 (stereo not given)
  NCOA3 inh: 5; NR2F2 inh: -2; EBV LMP1 NFkB: 3; NCOA1 inh: -15; TLR9-MyD88 inh: 6; MC4R antag cAMP: 4; ABHD5 PLIN5 PPI: 2; NCOA2 inhibitor: -14; NOD2-RIPK2 inh: -3; NR5A2 inv ag: 4; MC4R barr agon: -2.4
> Cc1cccc(C(=O)NCc2nnc(SCc3ccc(F)cc3)n2C)c1
  NCOA3 inh: -8; NR2F2 inh: 16; EBV LMP1 NFkB: -5; NCOA1 inh: 2; TLR9-MyD88 inh: 1; MC4R antag cAMP: 25; ABHD5 PLIN5 PPI: -5; NCOA2 inhibitor: -11; NOD2-RIPK2 inh: -3; NR5A2 inv ag: -10; MC4R barr agon: 1.1
> COCCNC(=S)N/N=C(\C)c1cc2ccccc2o1
  NCOA3 inh: -6; NR2F2 inh: -13; EBV LMP1 NFkB: 4; NCOA1 inh: -2; TLR9-MyD88 inh: 2; MC4R antag cAMP: -2; ABHD5 PLIN5 PPI: -1; NCOA2 inhibitor: -14; NOD2-RIPK2 inh: 14; NR5A2 inv ag: -3; MC4R barr agon: -2.5

(more compounds)
Order of results – NCOA3 inh	NR2F2 inh	EBV LMP1 NFkB	NCOA1 inh	TLR9-MyD88 inh	MC4R antag cAMP	ABHD5 PLIN5 PPI	NCOA2 inhibitor	NOD2-RIPK2 inh	NR5A2 inv ag	MC4R barr agon
CC1(C)NC(=O)N(CCCCSc2ccc(Cl)cc2)C1=O
  -16	2	4	-9	0	0	7	8	-4	9	-0.5
CC(=O)N(C)[C@H]1C[C@@H](c2ccccc2)N(C(C)=O)C[C@H]1CO
  5	1	.	7	.	.	-3	17	-1	2	.
CCN(CC)CCCN1C(=O)C(O)=C(C(=O)c2ccco2)C1c1ccc(OC(C)C)cc1 (stereo not given)
  -1	0	-3	-13	-2	6	-3	7	4	3	-2.1
Cc1ccc(S(=O)(=O)N2CCN(CC(=O)NC(=O)NCc3ccccc3)CC2)cc1C
  8	-9	-8	-3	5	8	0	15	-12	-11	-1.5
CSc1cccc(CN2CCC(CCC(=O)NC3CC3)CC2)c1
  6	6	-1	-1	4	-4	8	4	-24	3	1.7
CC(C)(C)c1ccc(NC(=O)CSc2n[nH]c(=O)n2C2CC2)cc1
  -20	-9	-7	6	1	3	-8	-22	3	-15	-0.2
FC(F)(F)c1ccc(N2CCN(c3cc(-c4ccccc4)nc4ncnn34)CC2)nc1
  10	13	30	0	0	18	-4	15	-7	5	2.3
CC(C)=CC(=O)Nc1ccc(Br)cc1
  -67	-42	-29	-100	8	1	-4	-63	-2	-153	-0.2
CC(=O)Nc1ccc(CN2C(=O)C(C)ON=C2c2ccccc2-c2ccco2)cc1 (stereo not given)
  7	14	.	-17	.	-1	11	15	7	-8	1.0
CC(C)Cn1nc(C(=O)Nc2cccc(S(=O)(=O)N3CCCC3)c2)c2ccccc2c1=O
  10	17	0	0	-10	3	-1	-4	-12	4	0.4
O=C(Nc1cccc(-c2cn3cccnc3n2)c1)Nc1ccccc1F
  -4	-16	-9	-8	4	-2	15	4	-7	-15	4.3
Cc1ccc(CN2CC(C(=O)O)CC2=O)cc1 (stereo not given)
  19	-29	25	-15	6	-2	9	-18	-7	8	1.0
O=c1oc(CCO)cc2ccc(-c3ccc4[nH]ccc4c3)cc12
  -79	-80	-17	-102	-4	5	-1	-74	0	-58	1.0
CCOC(=O)C(CCCCCCP(=O)(c1ccccc1)c1ccccc1)NC(C)=O (stereo not given)
  15	4	6	7	-10	-5	-11	-25	0	-4	0.4
O=C(CCS(=O)(=O)c1ccccc1)Nc1nncs1
  8	5	15	-3	-1	17	-3	-5	-6	-10	2.9
CC(=O)COC(=O)c1cccc(N2C(=O)C3C4C=CC(C4)C3C2=O)c1 (stereo not given)
  9	9	-8	-2	-8	3	3	-19	1	1	0.2
O=C(Nc1ccnn1C1CCN(Cc2c(F)cccc2Cl)CC1)C1CCCC1
  3	0	-1	-2	-2	5	-5	5	-7	6	-1.7
